Compound activity (PubChem)
GLD-1 RNA inh: GLD-1-TGE RNA interaction inhibition (C. elegans). Q17339. purified GLD-1 + fluorescein TGE RNA, fluorescence polarization. inhibition, % at 5.96 µM. 0.44% of 320,000 active;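 active means percent inhibition above a per-plate cutoff, the plate mean of test compounds plus 3 SD, cut at about 30% in these data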;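 further: 0% = DMSO wells with GLD-1 and probe and 100% = wells lacking GLD-1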
MEX-5 binding: C. elegans MEX-5 TCR-2 RNA binding activity; AID 1832; 0.38% of 300,000 active; Q9XUB2; activity score (negative = inhibition of binding), % at 10 µM; MEX-5/FITC-TCR2 RNA binding, fluorescence polarization; hits give low values;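 active means inhibition past about -25% in most replicates, and total fluorescence under double the plate's negative control median, limit read from the data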;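 further: 0% = DMSO and -100% = 5 µM competing unlabeled TCR2 RNA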
Target sequence (Q9XUB2 whole entry, looked up): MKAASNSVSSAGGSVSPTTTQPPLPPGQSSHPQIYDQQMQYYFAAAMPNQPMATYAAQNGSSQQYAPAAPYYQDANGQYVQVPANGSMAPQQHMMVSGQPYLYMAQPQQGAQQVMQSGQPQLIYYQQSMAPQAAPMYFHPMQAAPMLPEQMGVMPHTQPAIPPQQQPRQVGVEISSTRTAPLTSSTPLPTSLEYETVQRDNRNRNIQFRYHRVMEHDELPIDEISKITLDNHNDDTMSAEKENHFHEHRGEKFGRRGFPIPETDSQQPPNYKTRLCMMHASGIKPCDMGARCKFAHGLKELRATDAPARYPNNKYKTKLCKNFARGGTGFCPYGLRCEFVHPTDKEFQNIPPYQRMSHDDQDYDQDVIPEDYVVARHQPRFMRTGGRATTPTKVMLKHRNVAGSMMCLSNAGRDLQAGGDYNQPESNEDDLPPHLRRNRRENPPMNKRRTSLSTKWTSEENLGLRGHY
AHR activator: human AHR activation; P35869; activation, % at 5 µM; 2.5% of 320,000 active; AHR-responsive luciferase reporter cells, luminescence; in the data active means activation above about 47%;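 further: 0% = vehicle wells and 100% = reference agonist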
PAFAH1B2 FP inh: PAFAH1B2 (human) inhibition. inhibition, % at 3.39 µM. 1.2% of 340,000 active. AID 492953. recombinant PAFAH1B2, FP-rhodamine activity probe, fluorescence polarization. P68402;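 active means inhibition above the mean of all tested compounds plus 3 SD, cut at about 24% in these data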;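 further: 0% = enzyme with DMSO and 100% = wells lacking PAFAH1B2; many of its hits are not listed in these tables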
Target sequence (P68402 whole entry, looked up): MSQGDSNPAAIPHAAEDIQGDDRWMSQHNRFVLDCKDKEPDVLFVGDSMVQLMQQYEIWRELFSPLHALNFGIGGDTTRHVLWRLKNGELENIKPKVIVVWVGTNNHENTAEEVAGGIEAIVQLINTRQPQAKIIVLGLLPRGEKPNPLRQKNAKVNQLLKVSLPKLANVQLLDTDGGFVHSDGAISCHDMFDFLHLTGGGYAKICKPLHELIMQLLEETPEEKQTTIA
BCLXL inh: Bcl-xL (human) inhibition; Q07817; GST-Bcl-xL / FITC-Bim BH3 peptide fluorescence polarization; inhibition, % at 10.9 µM; 0.7% of 320,000 active;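 active means inhibition above the mean of all tested compounds plus 3 SD, cutoff set per campaign, cut at about 30% in these data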;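 further: 0% = DMSO wells and 100% = unlabeled Bim-BH3 peptide competitor; inhibitors lower millipolarization by displacing the labeled peptide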
MCL1 BIM primary: MCL1-BIM-BH3 interaction inhibition (human); Q07820; GST-MCL1 / FITC-Bim-BH3 fluorescence polarization; inhibition, % at 10.9 µM; 0.68% of 320,000 active; AID 2057;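 active means inhibition above the mean inhibition of all tested compounds plus 3 SD, set per campaign, cut at about 40% in these data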;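 further: 0% = DMSO wells and 100% = unlabeled Bim-BH3 peptide control; higher means more loss of mP so more displacement of Bim peptide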
pPAFAH inh: pPAFAH (human) enzyme inhibition; Q13093; 1.5% of 330,000 active; AID 463082; recombinant pPAFAH, FP-rhodamine probe fluorescence polarization; inhibition, % at 3.39 µM;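 active means inhibition above the mean inhibition across the screen plus 3 SD, cut at about 25% in these data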;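 further: inhibitors block binding of the rhodamine activity-based probe so polarization drops; 0% = enzyme with DMSO and 100% = wells lacking pPAFAH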
PME-1 primary: blocks human protein phosphatase methylesterase 1. recombinant PME-1, FP-Rh probe fluorescence polarization. 0.53% of 320,000 active. Q9Y570. inhibition, % at 5.9 µM;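 active means inhibition above the campaign mean of all compounds plus 3 SD, cut at about 26% in these data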;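 further: competitive labeling of PME-1 active site by serine hydrolase directed probe; 0% = PME-1 with DMSO and 100% = wells lacking PME-1 enzyme; inhibitors block probe labeling so polarization falls and inhibition rises; many of its hits are not listed in these tables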
Target sequence (Q9Y570 whole entry, looked up): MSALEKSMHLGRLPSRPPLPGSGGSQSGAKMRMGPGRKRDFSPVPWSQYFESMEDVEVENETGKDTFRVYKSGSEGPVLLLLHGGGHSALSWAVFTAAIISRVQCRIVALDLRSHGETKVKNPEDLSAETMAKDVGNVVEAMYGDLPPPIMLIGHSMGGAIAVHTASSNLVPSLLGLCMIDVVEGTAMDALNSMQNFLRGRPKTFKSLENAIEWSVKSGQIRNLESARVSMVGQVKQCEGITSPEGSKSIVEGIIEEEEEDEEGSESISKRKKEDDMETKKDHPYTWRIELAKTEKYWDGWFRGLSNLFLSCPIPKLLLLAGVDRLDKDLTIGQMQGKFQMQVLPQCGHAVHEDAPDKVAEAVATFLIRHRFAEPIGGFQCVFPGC
Fam108B inh: Fam108B inhibition, counter-screen for RBBP9 inhibitors; recombinant Fam108B, FP-Rh probe fluorescence polarization; inhibition, % at 9.51 µM; 0.33% of 300,000 active; AID 1947;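 active means inhibition above the screen mean inhibition plus 3 SD, computed separately per campaign, cut at about 18% in these data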;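 further: inhibitors lower polarization as less probe binds the enzyme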
* hit, by the source's call; . = no result given. Some of the compounds tested, so the mix of outcomes need not match the whole.

SMILES	GLD-1 RNA inh	MEX-5 binding	AHR activator	PAFAH1B2 FP inh	BCLXL inh	MCL1 BIM primary	pPAFAH inh	PME-1 primary	Fam108B inh
Cc1ccc2[nH]cc(CCCN3C(=O)c4ccccc4C3=O)c2c1	6.2	2.0	-11.9	1.7	2.5	0.4	11.7	2.2	0.2
CC(=O)NCCOc1ccc(C(=O)O)cc1	-2.5	-3.6	7.9	3.9	9.8	-0.8	-3.0	-2.3	0.7
COc1ccc(NC(=S)N(CCN2CCCCC2)Cc2ccco2)cc1	-7.8	-0.5	-0.8	6.2	-0.3	1.7	4.7	2.2	3.6
Cc1ccc(S(=O)(=O)CC(=O)Nc2ncc([N+](=O)[O-])s2)cc1	-3.5	2.2	0.4	23.6	0.2	-0.8	4.7	1.4	-1.8
CC(=O)c1c(C)[nH]c(C(=O)COC(=O)c2cccc(S(=O)(=O)N(C)c3ccccc3)c2)c1C	2.6	1.9	1.1	3.0	0.2	0.4	-1.0	-10.8	-11.8
C/C(CCc1ccccc1)=N\NC(=O)CCc1ccccc1	5.4	1.5	8.6	3.7	3.5	10.8	1.1	-3.8	4.6
O=C(COc1ccccc1)OC(C(=O)c1ccccc1)c1ccccc1 (stereo unspecified)	2.1	-1.3	1.6	8.2	-0.8	3.2	7.9	-9.3	-4.2
CCOc1ccc(NC(=O)Cc2ccc(S(=O)(=O)N3CCCCC3)cc2)cc1OCC	1.0	.	2.6	-3.5	.	.	6.2	.	.
Cc1nn(-c2ccccc2)c(Cl)c1/C=N/NC(=O)c1ccccc1F	4.1	-2.2	0.6	2.8	0.3	-6.3	2.4	-4.7	1.7
O=C(Nc1ccccc1)Nc1cccc2ccccc12	-2.3	-2.4	20.6	2.9	4.4	-5.8	-0.8	2.3	0.9
S=C(NCc1ccco1)N/N=C/c1ccncc1	4.3	1.5	21.6	0.3	6.1	4.3	6.8	0.9	-0.3
COc1ccc(/C=N/N=C(\N)c2nonc2N)cc1OC	3.3	1.6	2.6	-0.9	4.5	3.3	2.8	0.0	-1.3
CCc1cccc2c(C(=O)COC(=O)c3cnc(C)cn3)c[nH]c12	-2.2	.	3.4	-0.2	-1.7	-3.3	2.5	-2.2	.
CCC(=O)N/C(=N/c1nc(C)cc(C)n1)Nc1ccc(C)cc1	3.4	-1.6	28.6	-2.9	-0.1	3.9	4.3	-5.3	-3.3
C=CCCC(=O)Nc1nc(C)c(-c2csc(Nc3cc(OC)ccc3OC)n2)s1	1.8	0.0	117.4*	2.9	0.5	-3.0	33.6*	24.2	16.6
Oc1c(Cl)cc(Cl)cc1C=Nc1ccccc1N1CCCC1	-2.6	2.9	18.4	.	11.1	14.2	29.5*	13.3	6.0
COc1cc2c(cc1OC)C(C(=O)O)C(c1ccc(C)o1)N(C)C2=O (stereo unspecified)	0.3	1.8	0.9	-0.4	-1.9	1.4	0.3	1.1	0.5
CCCc1nc(-c2ccccc2O)n(-c2ccccc2)n1	3.2	-1.1	0.3	-4.7	3.7	4.7	3.4	1.3	-1.8
COc1cccc(NC(=O)Nc2nc(SC)ns2)c1	-5.7	0.1	31.2	1.3	5.7	6.6	3.8	-6.4	-1.3
O=C(C(=O)N1CCN(c2cccc(Cl)c2)CC1)c1cn(CC(=O)N2CCOCC2)c2ccccc12	3.8	1.1	-0.5	0.3	-5.4	-2.6	6.3	0.7	-1.5
O=C(Nc1nncs1)c1cc(-c2ccco2)nc2ccccc12	5.2	.	15.3	2.3	.	.	7.9	.	.
C/C(=N\NC(=O)c1ccn(C)n1)c1ccco1	3.7	-1.3	9.3	-1.8	5.3	7.0	2.7	-0.5	-2.5
Cc1noc(C)c1CSCC(=O)Nc1cc(Cl)ccc1N1CCOCC1	6.0	0.1	0.1	-1.4	-3.2	-1.3	1.4	2.1	3.2
COc1ccc(NS(=O)(=O)c2ccc(F)c(Cl)c2)cn1	99.5*	-12.9	0.3	3.2	102.9*	123.6*	3.3	3.0	1.9

Individual results from the results shown:
For BCLXL inh, `C/C(=N\NC(=O)c1ccn(C)n1)c1ccco1` has the entry 5.3
For MEX-5 binding, `CCCc1nc(-c2ccccc2O)n(-c2ccccc2)n1` has the entry -1.1

The listing continues:
SMILES	GLD-1 RNA inh	MEX-5 binding	AHR activator	PAFAH1B2 FP inh	BCLXL inh	MCL1 BIM primary	pPAFAH inh	PME-1 primary	Fam108B inh
O=C(CSc1ccccn1)Nc1cccc2ccccc12	8.3	1.6	12.6	3.1	-2.9	-10.9	-0.9	-0.4	0.7
CCC(=O)N1c2ccc(S(=O)(=O)CCC(=O)N3CCN(c4ccccc4)CC3)cc2CC1C (stereo unspecified)	-2.3	0.6	3.0	2.6	-2.9	-3.3	2.8	-1.0	0.0
COc1cc(CNc2ccc(N3CCCC3)cc2)ccc1OCc1ccccc1F	9.9	.	6.0	10.8	4.2	8.5	20.8	3.2	4.9
CN(C(=O)COC(=O)Cn1c(C(F)(F)F)nc2ccccc21)c1c(N)n(Cc2ccccc2)c(=O)[nH]c1=O	-3.9	0.1	0.7	7.7	1.5	3.1	-1.2	-4.7	0.4
COc1ccc(S(=O)(=O)N(CC(=O)O)Cc2ccccc2)cc1OC	-4.8	2.0	0.8	-1.6	-1.4	-1.7	-3.4	1.8	0.8
COc1cccc2sc(NC(=O)c3ccc(S(=O)(=O)N4CCOCC4)cc3)nc12	-1.9	-7.0	9.6	3.2	-1.8	-1.4	4.4	-3.3	0.9
Cc1cccc(C)c1NC(=O)c1sccc1SCc1cccc(C(F)(F)F)c1	5.3	-1.9	5.5	3.5	-16.2	-7.4	2.0	-8.1	-8.6
Cc1cnc(CN(C)Cc2c(C(=O)N3CCCCCCC3)nc3ccc(Cl)cn23)[nH]1	2.1	0.5	6.0	-3.3	5.5	2.0	-2.5	-7.7	1.7
Cn1c(SCc2cccc([N+](=O)[O-])c2)nc2ccccc2c1=O	-2.7	.	0.9	-1.5	2.6	-1.2	5.0	3.5	.
CC(C)(C)SC(=O)CC1NS(=O)(=O)OC2CCCCC12 (stereo unspecified)	-3.4	-3.0	10.4	3.4	0.2	-5.7	5.0	0.3	0.6
CCN(CC)S(=O)(=O)c1ccc(-c2nnc(SCC(=O)N3CCOCC3)o2)cc1	0.3	-0.3	0.3	5.8	-4.4	-4.5	-2.0	0.5	-0.1
CCc1nc(SCc2cc(Cl)ccc2OC)n[nH]1	5.1	-2.2	13.1	4.9	8.0	5.0	-0.7	-4.5	-6.0
CC(C)(C)c1ccc(C(=O)/C(C#N)=C/c2cccs2)cc1	-0.7	2.5	4.0	14.8	-4.7	-4.1	8.1	-10.4	-6.8
Nc1ccc2c(c1)COc1ccccc1O2	-0.4	2.0	7.9	-1.1	-2.6	5.7	6.2	2.4	-1.9
CC1CCN(CCOc2ccc(Cl)c(Cl)c2)CC1	-0.2	-3.1	1.0	1.7	3.0	6.4	-2.9	0.1	0.8
C=CCN(CC=C)C(=O)c1ccc(OC2CCN(Cc3ccccn3)CC2)cc1	0.1	-3.0	-0.8	-3.1	-1.8	3.2	3.9	1.2	-0.8
CCCC(=O)C1=C(O)C(C(=O)OC)C(C)(C)CC1=NC(C)C (stereo unspecified)	-3.0	1.3	0.6	-3.7	3.4	10.0	-3.0	-2.2	1.5
Nc1nccnc1C(=O)OCC(=O)Nc1cccc(S(=O)(=O)N2CCCCC2)c1	0.3	-1.4	-1.5	1.9	7.0	-0.2	1.5	7.6	-1.4
CC(=O)N/N=C/c1cc(C(C)C)cc(/C=N/NC(C)=O)c1O	143.3*	-3.0	34.6	5.5	93.1*	99.7*	-1.1	2.1	0.8
O=C(O)c1cn(Cc2ccccc2)c2ccc(Cl)cc2c1=O	0.1	-1.5	0.3	6.5	10.8	8.0	4.8	3.4	-1.2
COc1ccc(C(=O)NCc2nnc(SCC(=O)Nc3ccccc3OC)n2C)cc1	9.2	1.3	0.3	9.7	2.8	2.5	4.2	-0.1	-2.0
CCOC(=O)c1c(S(=O)(=O)Nc2ccc(C)cn2)c(C)n(C)c1C	6.2	2.3	0.3	-2.0	1.1	-0.2	3.6	0.7	2.9
O=c1c2sc3nc(N4CCOCC4)c4c(c3c2ncn1-c1ccccc1)CCCC4	4.4	-2.3	-5.8	0.8	-0.9	2.2	9.1	-13.6	-5.8
CCOC(=O)CCc1c(C)nc2c(c(C)nn2-c2ccccc2)c1C	3.0	2.8	1.4	1.7	-2.6	-0.8	-0.1	-0.4	-4.2
Cc1ccc(-c2nnn(CCC(=O)N3CCCCC3C)n2)cc1 (stereo unspecified)	-0.8	-0.1	3.1	5.4	1.1	3.4	-0.1	0.6	11.1
Cc1ccc(C2C(C(=O)c3cccs3)=C(O)C(=O)N2CCN2CCOCC2)o1 (stereo unspecified)	0.4	0.0	0.4	-1.9	12.2	12.3	4.2	-3.4	-0.6
Cc1ccc(C(=O)Nc2nnc(C)s2)o1	2.2	3.0	2.4	4.2	0.7	-5.0	1.9	-1.1	-0.5
CCCCn1c(N)c(N(CC(C)C)C(=O)CSc2nnc(-c3ccc(Cl)cc3)o2)c(=O)[nH]c1=O	9.5	0.6	3.5	-0.1	-7.2	-9.7	0.5	-1.7	1.8
Nc1ccc(C(=O)OCC(=O)NC(=O)c2ccccc2)cc1[N+](=O)[O-]	5.1	-3.6	3.4	-2.7	6.3	4.2	5.9	2.7	0.0
CCOc1ccc(NC(=O)c2ccc(-c3csc(C)n3)cc2)cc1	1.9	-1.4	-4.5	-1.3	5.9	6.9	1.0	0.0	-7.2
COc1ccc(C(=O)NCC(c2cccnc2)N2CCN(c3ccccc3OC)CC2)cc1OC (stereo unspecified)	-0.7	-1.4	-0.6	6.7	5.7	-2.0	0.2	-5.2	2.0
O=C(Nc1nnc(COc2ccc(F)cc2)s1)c1cccs1	-6.9	-1.5	2.0	11.2	1.7	3.7	3.2	2.8	11.2
COc1cc(C(=O)/C=C/Nc2ccc(NC(C)=O)cc2)cc(OC)c1OC	-4.0	0.4	-0.9	6.3	0.9	-2.1	10.8	-0.8	2.1
Cn1c(CNC(=O)c2ccco2)nnc1SCC(=O)c1ccccc1	-1.0	-0.3	0.1	5.4	1.2	-0.9	4.8	2.4	-4.7
CCOc1ccc(OCCC(=O)OCC(=O)Nc2ccc3c(c2)OCCO3)cc1	3.4	0.0	-0.8	2.7	-4.5	-9.5	24.0	-1.1	0.6
CCCN1C(=O)/C(=C2/C=Cc3ccccc3N2CC)SC1=S	1.6	-2.0	-2.5	4.6	0.5	0.6	5.8	6.5	6.5
O=C(Nc1cccc([N+](=O)[O-])c1)Nc1cnccn1	8.0	0.0	9.1	4.3	2.2	2.8	3.2	4.5	-3.8
O=C(COC(=O)COc1ccccc1)Nc1ncc([N+](=O)[O-])s1	1.5	.	3.3	8.8	1.4	14.5	16.7	3.2	.
Cn1c(=O)c(=O)n(C)c2cc(N3CCCCC3)c(NS(=O)(=O)c3ccc([N+](=O)[O-])cc3)cc21	-1.8	-2.0	0.8	9.5	9.8	3.8	4.0	-3.5	0.9
FC(F)Sc1ccc(NC(=S)NC2CCCCC2)cc1	-0.4	-0.9	6.8	1.9	4.9	11.2	4.7	-2.8	3.4
S=C1NC(c2ccccc2)N2C(=S)NC(c3ccccc3)N12 (stereo unspecified)	-0.3	-0.7	1.3	3.9	3.8	1.0	4.1	5.6	-3.1
Cc1ccc(CNS(=O)(=O)NCc2ccc(Cl)cc2)cc1	2.6	-1.4	0.9	1.0	3.1	9.2	2.0	-4.3	-1.1
